Screening results as filed in PubChem.
GlmU inhibition: inhibition of mycobacterial GlmU enzyme – biochemical, glucosamine-1-phosphate acetyltransferase (AID 1376) | M. tuberculosis GlmU acetyltransferase enzyme assay; higher % means a stronger effect | one-dose inhibition, %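 (tested at 30 µM in the primary screen)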; IC50 in µM for titrated hits | 0.25% of 220,000 active; in the data active means inhibition above about 13%;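 further: 0% = complete reaction with vehicle and 100% = reaction without substrate; strong numbers were not always called active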
RmlCD inh 1536: inhibitors of Mycobacterium tuberculosis RmlC and RmlD coupled enzymes | 0.03% of 160,000 active | P9WH09+P9WH11 | RmlC+RmlD coupled enzyme assay, percent inhibition; primary screen in compound mixtures | inhibition, % at 3.6 µM; in the data active means inhibition mostly above about 34%, no sharp cut-off; further: some results filed as inactive read as strong as hits
Target sequence (P9WH09 whole entry, looked up): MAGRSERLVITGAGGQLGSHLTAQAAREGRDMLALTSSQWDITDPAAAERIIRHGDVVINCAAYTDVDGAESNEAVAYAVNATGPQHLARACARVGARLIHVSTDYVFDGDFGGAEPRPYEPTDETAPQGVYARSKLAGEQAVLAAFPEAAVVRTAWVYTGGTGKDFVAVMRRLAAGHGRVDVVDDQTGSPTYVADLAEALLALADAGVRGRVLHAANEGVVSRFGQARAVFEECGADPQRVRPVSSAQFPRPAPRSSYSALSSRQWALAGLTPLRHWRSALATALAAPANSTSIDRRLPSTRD
Target sequence (P9WH11 whole entry, looked up): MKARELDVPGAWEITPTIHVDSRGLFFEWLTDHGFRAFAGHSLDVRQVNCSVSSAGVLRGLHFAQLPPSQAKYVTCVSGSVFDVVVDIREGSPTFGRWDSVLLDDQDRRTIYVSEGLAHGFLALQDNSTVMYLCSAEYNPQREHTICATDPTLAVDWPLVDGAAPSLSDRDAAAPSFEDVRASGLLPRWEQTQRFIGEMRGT
Active calls of the source: *. Not all compounds are listed; the hit share may differ from the screen's.

For COc1cccc(CN2C(=O)C3CCCN3c3ccc(S(=O)(=O)N4CCOCC4)cc32)c1 (stereo not given) the results were GlmU inhibition 1.0% and RmlCD inh 1536 -13.
Cc1nnc(-c2ccc(Oc3ccc(Br)cc3)c([N+](=O)[O-])c2)o1 was read as GlmU inhibition -1.5%.
Screening COc1ccc(N2CCN(C(=O)C3CCN(S(=O)(=O)N4CCOCC4)CC3)CC2)cc1 returned GlmU inhibition 0.6% and RmlCD inh 1536 2.
`COc1ccc2c(c1OC)C(=O)N1N=C(c3ccc(-c4ccccc4)cc3)CC21` (stereo not given) gave GlmU inhibition 0.3% and RmlCD inh 1536 0.
CCn1c(CC(=O)Nc2ccc(Cl)c(Cl)c2)nnc1SCc1ccc(C)cc1 was read as GlmU inhibition -0.6% and RmlCD inh 1536 -1.
`O=C(NCc1ccccc1)C(c1ccc(F)cc1)N(Cc1ccc2c(c1)OCO2)C(=O)Cn1nnc(-c2cccs2)n1` (stereo not given) gave GlmU inhibition 4.7%.
Cc1cccc(OCCCn2c(CO)nc3ccccc32)c1 was read as GlmU inhibition -3.6% and RmlCD inh 1536 4.
Screening NC(=O)COC(=O)c1c2c(nc3ccccc13)CCCCC2 returned GlmU inhibition -1.0% and RmlCD inh 1536 2.
Screening Cc1[nH]c(=O)c(C#N)cc1-c1ccccc1 returned GlmU inhibition 4.9%.
`O=C(O)Cn1c(CCS(=O)(=O)c2ccc(Br)cc2)nc2ccccc21` gave GlmU inhibition -1.6% and RmlCD inh 1536 14.
`CC(C)=C1SC(N2CCN(c3ccc(C)cc3)CC2)=NC1=O` gave GlmU inhibition 0.0% and RmlCD inh 1536 -6.
CC(C)OCC1CC(CC(=O)Nc2ccc([N+](=O)[O-])cc2)C(=O)O1 (stereo not given) was read as GlmU inhibition -3.7% and RmlCD inh 1536 -6.
COC(=O)CCCC(=O)Nc1ccc(Br)cc1 was read as GlmU inhibition 4.8%.
Screening CCCOc1ccc(/C=N/NC(=O)c2ccc(Cn3cc([N+](=O)[O-])cn3)o2)cc1 returned RmlCD inh 1536 4.
Screening CC(=O)c1c(C)oc2ccc(N(C(C)=O)S(=O)(=O)c3cccc([N+](=O)[O-])c3)cc12 returned GlmU inhibition -7.5% and RmlCD inh 1536 -8.
Screening N#Cc1nc(COc2ccc(Br)cc2)oc1N1CCN(Cc2ccccc2)CC1 returned GlmU inhibition 3.2%.
`CCCCCOc1ccc(CSC2=NCCN2)cc1[N+](=O)[O-]` gave GlmU inhibition 0.4% and RmlCD inh 1536 -4.
For O=C(/C=C/c1ccc2c(c1)OCO2)c1c(O)n(CCC2=CCCCC2)c(=O)[nH]c1=O the results were GlmU inhibition 0.8% and RmlCD inh 1536 12.
For C/C(=C(\C#N)C(=O)NC1CCCCC1)N(C)C the results were GlmU inhibition -3.5%.
Screening CCCN(CCC)C(=O)c1c(C)[nH]c(C(=O)OCC)c1C returned GlmU inhibition 0.7%.
Screening CCOc1ccc(OCc2ccc(C(=O)N/N=C(\C)c3ccccn3)cc2)cc1 returned GlmU inhibition -1.8% and RmlCD inh 1536 1.
COC(=O)c1sc2ccccc2c1NC(=O)c1ccc(S(=O)(=O)N2CCCCC2)cc1 was read as GlmU inhibition -2.8% and RmlCD inh 1536 2.
`CCCCC(=O)Nc1ccc(S(=O)(=O)Nc2nccc(C)n2)cc1` gave GlmU inhibition -1.1% and RmlCD inh 1536 5.
Screening COC(=O)c1ccc(NC(=S)NC2CCc3ccccc32)cc1 (stereo not given) returned GlmU inhibition 2.8%.
For CCS(=O)(=O)c1ccc2c(c1)N(S(C)(=O)=O)CC(C(=O)NC1CC1)O2 (stereo not given) the results were GlmU inhibition 3.1%.
Fc1ccccc1Nc1nc(Cl)nc(Cl)n1 was read as GlmU inhibition 0.2% and RmlCD inh 1536 3.
For O=[N+]([O-])c1cc(S(=O)(=O)C(F)(F)F)ccc1N1CCN(c2ccccc2)CC1 the results were GlmU inhibition 1.8% and RmlCD inh 1536 5.
N/C(=N\OC(=O)Cc1cccs1)c1cccc([N+](=O)[O-])c1 was read as GlmU inhibition 6.3% and RmlCD inh 1536 -3.
COC(=O)c1[nH]c2cccc(OC)c2c1NC(=O)CN1CC(C)OC(C)C1 (stereo not given) was read as GlmU inhibition -5.8% and RmlCD inh 1536 -7.
Screening O=c1cc(CN2CCCCC2)nc(C2CC2)[nH]1 returned GlmU inhibition 1.6% and RmlCD inh 1536 3.
For CCn1cc(C(=O)NCC(=O)OC)c2cc(OC)c(OC)cc2c1=O the results were GlmU inhibition 3.8% and RmlCD inh 1536 5.
Screening CCn1cc(CNCc2c(C(=O)N3CCCCC3)nc3c(C)cccn23)cn1 returned GlmU inhibition -9.4% and RmlCD inh 1536 -5.
Screening Cc1ccccc1OCC(O)Cn1c(SC(C)C)nc2c1c(=O)[nH]c(=O)n2C (stereo not given) returned GlmU inhibition 2.9% and RmlCD inh 1536 4.
For CN(C)[C@@H]1CCC[C@@H]1OC(=O)C(c1ccccc1)c1ccccc1 the results were GlmU inhibition -5.1% and RmlCD inh 1536 7.
Screening Fc1ccc(C2NCCn3cccc32)cc1 (stereo not given) returned GlmU inhibition 25% and RmlCD inh 1536 -9.
For Cc1noc(C)c1CSCC(=O)OCC(=O)Nc1sccc1C#N the results were GlmU inhibition -4.3% and RmlCD inh 1536 9.
For CC1(OC(=O)C2CCCC2)C(=O)C=C2C=C(c3ccsc3)N(c3ccccc3)C=C2C1=O (stereo not given) the results were GlmU inhibition 6.6% and RmlCD inh 1536 -9.
O=C(CS(=O)(=O)c1ccccc1)c1ccc2c(c1)OCCO2 was read as GlmU inhibition -2.5%.
`COc1cccc(NC(=O)c2ccc(NC(C)=O)cc2)c1` gave GlmU inhibition -1.5%.
CCC1CCCCN1S(=O)(=O)c1ccc2c(c1)CCN2C(=O)C1CCC1 (stereo not given) was read as GlmU inhibition -3.7% and RmlCD inh 1536 8.
For COc1cc(C(=O)OCCn2c(=O)c3c(ncn3CCN(C)C)n(C)c2=O)cc(OC)c1OC the results were GlmU inhibition 0.2% and RmlCD inh 1536 -7.
`Cc1ccc(-n2[nH]c(C)c(C=Nc3cc(C)ccn3)c2=O)cc1` gave GlmU inhibition -1.0% and RmlCD inh 1536 2.
For Cn1c(O)c(N=NC(=O)C2COc3ccccc3O2)c2ccccc21 (stereo not given) the results were GlmU inhibition 5.6% and RmlCD inh 1536 -13.
For CC(=O)OCCCCCCCCCCC[N+]1(C)CCCCC1 the results were GlmU inhibition -1.6% and RmlCD inh 1536 -6.
`CCOc1ccc(CCNC(=O)CN(C)S(=O)(=O)c2cccc3nsnc23)cc1OCC` gave GlmU inhibition 2.8%.

Continued; the last two above are carried over.
For CC(=O)OCCCCCCCCCCC[N+]1(C)CCCCC1 the results were GlmU inhibition -1.6% and RmlCD inh 1536 -6.
`CCOc1ccc(CCNC(=O)CN(C)S(=O)(=O)c2cccc3nsnc23)cc1OCC` gave GlmU inhibition 2.8%.
`c1ccc(CNCCC(Cc2ccccc2)c2ccco2)cc1` (stereo not given) gave GlmU inhibition -4.8% and RmlCD inh 1536 -10.
O=C(CSc1ccccc1)Nc1ccccc1C(=O)N1CCCC1 was read as GlmU inhibition 6.7% and RmlCD inh 1536 4.
Screening CCC1(C)Cc2c(sc3nc(SC)nc(NCCN(C)C)c23)CO1 (stereo not given) returned GlmU inhibition -8.4% and RmlCD inh 1536 9.
For COc1ccccc1CN1CCN(S(=O)(=O)c2ccccc2)CC1 the results were GlmU inhibition 6.7% and RmlCD inh 1536 11.
CCN(CC)S(=O)(=O)c1ccc(N2C(=O)CC2(/C=C/c2ccccc2)C(=O)NC2CCCC2)cc1 (stereo not given) was read as GlmU inhibition 5.5%.
`Cc1ccc(Nc2ncnc3c2nnn3Cc2ccccc2)cc1` gave GlmU inhibition -7.2% and RmlCD inh 1536 -9.
For COc1ccc(/C=C2\SC(=S)N(C(Cc3ccccc3)C(=O)O)C2=O)cc1 (stereo not given) the results were GlmU inhibition 1.5% and RmlCD inh 1536 -2.
For Cc1cccc(NC(=S)N(CCCN2CCCC2)Cc2cccn2Cc2ccc(Cl)cc2)c1 the results were GlmU inhibition -8.2% and RmlCD inh 1536 2.
O=C(CSc1nc2cc(Cl)ccc2o1)N1CCOCC1 was read as GlmU inhibition 0.8% and RmlCD inh 1536 -45.
Screening CN1C[C@@H]2C[C@@H](C3=Cc4cc(Cl)ccc4OC3)N3CCC[C@@]23C1=O returned GlmU inhibition 5.4% and RmlCD inh 1536 2.
CCOCCOC(=O)C1=C(C)N(C)C(=O)NC1c1cc(Cl)c(O)c(OC)c1 (stereo not given) was read as GlmU inhibition 5.5%.
`O=c1oc2c3c4c(cc2c(C(F)(F)F)c1CCN1CCOCC1)CCCN4CCC3` gave GlmU inhibition 5.6% and RmlCD inh 1536 22.
Screening N#CCC(=O)N/N=C/c1cn(Cc2ccc(Cl)c(Cl)c2)c2ccccc12 returned GlmU inhibition -9.1% and RmlCD inh 1536 -10.
`CCSc1nnc(NC(NC(=O)c2ccco2)(C(F)(F)F)C(F)(F)F)s1` gave GlmU inhibition -3.3% and RmlCD inh 1536 5.
For Cc1nc2ccccc2nc1OCc1ccccc1 the results were GlmU inhibition -1.1% and RmlCD inh 1536 -7.
`CCCCc1n[nH]c2c1/C(=N/OCC)CC(C)(C)C2` gave GlmU inhibition -1.8% and RmlCD inh 1536 19.
CC(C)(C)NCC(O)COc1cccc2[nH]c(=O)[nH]c12 (stereo not given) was read as GlmU inhibition -1.8%.
Screening O=C(O)CCCNC(=O)CCn1nnc2ccccc2c1=O returned GlmU inhibition 1.6% and RmlCD inh 1536 3.
For C=C(C)Cn1cnc2cc(C)c(C)cc21 the results were GlmU inhibition 0.8%.
For CC1(C)C2CCC13CS(=O)(=O)N[C@@H]3C2 (stereo not given in full) the results were GlmU inhibition 0.2%.
`Oc1cccc(/C=N/c2c(-c3ccco3)nc3ccccn23)c1` gave GlmU inhibition 0.0%.
For COc1ccc(CCNC(=O)c2ccccc2Cl)cc1OC the results were GlmU inhibition 0.8% and RmlCD inh 1536 6.
For CCOC(=O)c1ccc(-n2c(CC)nc3ccccc3c2=O)cc1 the results were GlmU inhibition -3.3% and RmlCD inh 1536 4.
Screening Cc1oc2ccc(NS(=O)(=O)c3ccccc3)cc2c1C(=O)Nc1ccccc1 returned GlmU inhibition 1.5%.
`CC(NC(=O)c1cccc(S(=O)(=O)N2CCN(C)CC2)c1)C1CC2CCC1C2` (stereo not given) gave GlmU inhibition -1.2% and RmlCD inh 1536 -12.
For COCCC(=O)N1CCCC(CCC(=O)NCc2ccc(F)c(F)c2)C1 (stereo not given) the results were GlmU inhibition -4.5% and RmlCD inh 1536 -8.
For Cc1cccc(OCc2nnc(N)s2)c1C the results were GlmU inhibition -2.4%.
For Cc1ccc(S(=O)(=O)N2CCCC(C(=O)NC3=NCCS3)C2)cc1 (stereo not given) the results were GlmU inhibition 0.4%.
O=S(=O)(c1cccc2cccnc12)N(CCO)CCO was read as GlmU inhibition 0.4%.
CC(NC(=O)c1ccc(C(F)(F)F)cc1)C(c1ccccc1)N1CCOCC1 (stereo not given) was read as GlmU inhibition 0.5% and RmlCD inh 1536 14.
COc1cc(C(=O)N2CCN(C(=O)c3ccco3)CC2)cc(OC)c1OC was read as GlmU inhibition 4.8% and RmlCD inh 1536 5.
Screening CCCOC(=O)c1ccc(NC(=O)c2cc(OC)c(OC)c(OC)c2Br)cc1 returned GlmU inhibition 1.6%.
Screening CC(C)(C)NC(=O)C1CC2CCCCC2CN1 (stereo not given) returned GlmU inhibition -4.8% and RmlCD inh 1536 -4.
`CCOC(=O)c1cccc(NC(=O)c2ccc(F)cc2F)c1` gave GlmU inhibition 2.3%.
COc1ccc(NC(=S)NCCCN2CCCC2=O)c(OC)c1 was read as GlmU inhibition 4.4% and RmlCD inh 1536 -5.
For CCOC(=O)C1Nc2c(cc(C(F)(F)F)cc2[N+](=O)[O-])C2c3ccccc3CC12 (stereo not given) the results were GlmU inhibition 6.4%.

Compounds shown so far that have an aryl methoxy group (14):
For COc1cccc(CN2C(=O)C3CCCN3c3ccc(S(=O)(=O)N4CCOCC4)cc32)c1 (stereo not given) the results were GlmU inhibition 1.0% and RmlCD inh 1536 -13.
Screening COc1ccc(N2CCN(C(=O)C3CCN(S(=O)(=O)N4CCOCC4)CC3)CC2)cc1 returned GlmU inhibition 0.6% and RmlCD inh 1536 2.
`COc1ccc2c(c1OC)C(=O)N1N=C(c3ccc(-c4ccccc4)cc3)CC21` (stereo not given) gave GlmU inhibition 0.3% and RmlCD inh 1536 0.
COC(=O)c1[nH]c2cccc(OC)c2c1NC(=O)CN1CC(C)OC(C)C1 (stereo not given) was read as GlmU inhibition -5.8% and RmlCD inh 1536 -7.
For CCn1cc(C(=O)NCC(=O)OC)c2cc(OC)c(OC)cc2c1=O the results were GlmU inhibition 3.8% and RmlCD inh 1536 5.
`COc1cccc(NC(=O)c2ccc(NC(C)=O)cc2)c1` gave GlmU inhibition -1.5%.
For COc1cc(C(=O)OCCn2c(=O)c3c(ncn3CCN(C)C)n(C)c2=O)cc(OC)c1OC the results were GlmU inhibition 0.2% and RmlCD inh 1536 -7.
For COc1ccccc1CN1CCN(S(=O)(=O)c2ccccc2)CC1 the results were GlmU inhibition 6.7% and RmlCD inh 1536 11.
For COc1ccc(/C=C2\SC(=S)N(C(Cc3ccccc3)C(=O)O)C2=O)cc1 (stereo not given) the results were GlmU inhibition 1.5% and RmlCD inh 1536 -2.
CCOCCOC(=O)C1=C(C)N(C)C(=O)NC1c1cc(Cl)c(O)c(OC)c1 (stereo not given) was read as GlmU inhibition 5.5%.
For COc1ccc(CCNC(=O)c2ccccc2Cl)cc1OC the results were GlmU inhibition 0.8% and RmlCD inh 1536 6.
COc1cc(C(=O)N2CCN(C(=O)c3ccco3)CC2)cc(OC)c1OC was read as GlmU inhibition 4.8% and RmlCD inh 1536 5.
Screening CCCOC(=O)c1ccc(NC(=O)c2cc(OC)c(OC)c(OC)c2Br)cc1 returned GlmU inhibition 1.6%.
COc1ccc(NC(=S)NCCCN2CCCC2=O)c(OC)c1 was read as GlmU inhibition 4.4% and RmlCD inh 1536 -5.
